Screening results (PubChem)
Casp6 inh: blocks human caspase-6 cleavage activity | P55212 | purified caspase-6, Z-VEID-R110 cleavage fluorescence | inhibition, % at 12.5 µM | 0.53% of 350,000 active | AID 686996;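 active means mean inhibition across replicates at least about 35%, with every replicate also reaching that limit, limit read from the data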;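 further: 0% = median of neutral control wells and 100% = no fluorescence left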
Target sequence (P55212 24-179 limits assumed): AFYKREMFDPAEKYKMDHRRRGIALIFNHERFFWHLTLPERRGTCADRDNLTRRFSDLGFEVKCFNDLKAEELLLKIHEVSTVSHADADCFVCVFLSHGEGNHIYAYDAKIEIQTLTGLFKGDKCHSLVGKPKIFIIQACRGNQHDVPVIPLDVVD
Target sequence (P55212 194-293 limits assumed): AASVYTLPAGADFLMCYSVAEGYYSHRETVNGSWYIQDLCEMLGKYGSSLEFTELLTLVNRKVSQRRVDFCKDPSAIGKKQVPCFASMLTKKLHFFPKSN
ERp5 inh: ERp5 (human) disulfide isomerase inhibition. Q15084. ERp5 insulin aggregation, absorbance 650 nm, 90 min. inhibition, % at 9.99 µM. 0.05% of 350,000 active. AID 651711;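 active means mean replicate inhibition above about 25%, with every replicate also reaching it, limit read from the data, passing the limit was not always enough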
esBAF inh: inhibitors of esBAF chromatin remodeling in mouse ES cells | reporter increase, % at 12.5 µM | 2% of 350,000 active | Bmi1-luciferase knock-in reporter, 24 h; 100% = twice the neutral-well signal | AID 602393; in the data active means activation above about 40%;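 further: 0% = median of the plate's neutral control wells and 100% = double that signal; a rise in the Bmi1 reporter signal indicates esBAF inhibition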
RAD54 branch: RAD54 (human) branch migration inhibition; 0.14% of 360,000 active; RAD54 Holliday junction branch migration, FAM/BHQ fluorescence; AID 602329; inhibition, % at 10.4 µM; Q92698;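 active means mean normalized replicate activity at least 40 and at least half of replicates scoring 40 or more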;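 further: 0% = median of neutral control wells and 100% = median of positive control wells; inhibitors cause a drop in the FAM fluorescence signal; in these data hits start at about 50%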
Target sequence (Q92698 whole entry, looked up): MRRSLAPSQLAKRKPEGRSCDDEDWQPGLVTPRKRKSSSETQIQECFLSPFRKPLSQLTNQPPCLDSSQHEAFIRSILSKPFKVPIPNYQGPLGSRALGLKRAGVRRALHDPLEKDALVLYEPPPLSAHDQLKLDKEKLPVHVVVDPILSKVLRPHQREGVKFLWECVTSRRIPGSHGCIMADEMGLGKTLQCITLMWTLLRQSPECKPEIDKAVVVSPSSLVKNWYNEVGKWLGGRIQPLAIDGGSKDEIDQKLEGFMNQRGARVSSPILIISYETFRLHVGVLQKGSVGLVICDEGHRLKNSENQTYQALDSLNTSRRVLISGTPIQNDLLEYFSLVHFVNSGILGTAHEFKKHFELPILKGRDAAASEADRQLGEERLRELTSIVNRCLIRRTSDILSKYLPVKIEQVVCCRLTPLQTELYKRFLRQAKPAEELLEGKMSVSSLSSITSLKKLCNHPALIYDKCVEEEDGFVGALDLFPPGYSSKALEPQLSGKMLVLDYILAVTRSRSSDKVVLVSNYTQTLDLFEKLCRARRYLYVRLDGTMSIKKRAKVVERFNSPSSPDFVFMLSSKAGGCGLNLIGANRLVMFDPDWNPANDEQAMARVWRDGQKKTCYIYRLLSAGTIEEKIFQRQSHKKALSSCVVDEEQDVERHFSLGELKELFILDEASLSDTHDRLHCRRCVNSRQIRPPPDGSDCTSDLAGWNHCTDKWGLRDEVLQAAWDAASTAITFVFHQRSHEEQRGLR
E-selectin induc: E-selectin induction on HUVECs | activation, % at 7.58 µM | 0.37% of 260,000 active | P16581 | HUVEC E-selectin immunofluorescence imaging; normalized: neutral wells 0, TNF-alpha wells 100 | AID 686992;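 active means mean E-selectin-positive cell signal at least 10% of the positive control, reached in at least 60% of replicates, without over 20% cell loss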;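 further: in these data hits start at about 27%; measured in HUVEC primary endothelial cells; signal is the percent of cells scored E-selectin positive by PE staining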
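System: HUVEC / Compound: single concentration / Signal: immunofluorescence imaging / Read-out: percent E-selectin-positive cells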
PglD inh: blocks C. jejuni PglD acetyltransferase activity; purified PglD enzyme, DTNB colorimetric CoA detection; inhibition, % at 12.5 µM; 0.098% of 360,000 active; in the data active means inhibition above about 16%, passing the limit was not always enough; further: strong numbers were not always called active
RAD52 inh: RAD52 (human) annealing inhibition. recombinant RAD52 DNA annealing, FRET fluorescence. inhibition, % at 18.7 µM. 0.46% of 360,000 active. AID 651710;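 active means every replicate showing at least 50% inhibition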
ARNT-TACC3 inh: disruptors of human ARNT/TACC3 interaction. Q9Y6A5. AlphaScreen His-ARNT PAS-B/GST-TACC3 binding, luminescence; TACC3 fragment carries E629A point mutation. inhibition, % at 9.99 µM. 0.66% of 390,000 active;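 active means mean inhibition of replicates at least 50% and at least half of replicates each reaching 50%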;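 further: 0% = complete ARNT plus TACC3 wells and 100% = ARNT alone without TACC3; many hits fall short of the cut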
Active calls of the source: *; / = no result given; & = joins results of further samples.

SMILES	Casp6 inh	ERp5 inh	esBAF inh	RAD54 branch	E-selectin induc	PglD inh	RAD52 inh	ARNT-TACC3 inh
Cc1csc2nc3cc(C(N)=O)ccc3c(=O)n12	1	2	6	-7	0.4	1	-11	21
C[C@H]1CN([C@@H](C)CO)C(=O)c2cccc(NC(=O)c3ccc(-c4nccs4)cc3)c2O[C@@H]1CN(C)C(=O)Nc1cccc2ccccc12	-4&4	-1&-4	0&4	-7&17	0.2	7&0	3&-9	0
N#CC1(c2ccccc2)CCC(=NNS(=O)(=O)c2ccccc2)CC1 (centres undefined)	0	7	-4	7	0.0	8	-14	-5
O=C(COC(=O)c1ccc(Cl)c(S(=O)(=O)N2CCCC2)c1)NCc1cccs1	8	-8	/	/	/	/	-12	-7
CCCCOC(=O)Nc1ccc(C)c(Cl)c1	/	/	57*	-2	/	-3	/	-8
CO[C@H]1CN(C)C(=O)c2ccc(NC(=O)C3CC3)cc2OC[C@H](C)N(C(=O)c2ccccc2)C[C@H]1C	-1	-4	0	-4	-0.1	-3	9	-2
O=C(c1cc(F)ccc1F)C1CCCN(C(=O)CSc2ccccn2)C1 (centres undefined)	3	2	/	/	/	/	-4	2
CCOC1=C2[C@@H](CN(S(=O)(=O)c3ccc(C)cc3)[C@H]2c2cccc3ccccc23)[C@H]2C(=O)N(C)C(=O)[C@H]2C1	-2	2	1	-9	0.5	-1	-18	/
CCOc1ccc(NC(=O)N(c2ccccc2)c2ccccc2)cc1	0	0	6	2	/	0	-17	1
Cc1ccc2nc(C3CCCCC3)c(Cc3ccccc3C(F)(F)F)n2c1	2	-8	-12	-2	0.1	6	-23	/
COc1ccc(CC(=O)Nc2ccccc2C(C)=O)cc1S(=O)(=O)N1CCOCC1	-1	0	/	/	-0.1	/	-2	2
COc1ccc(NC(=O)C2CCOC2=O)cc1 (centres undefined)	-2	-4	/	/	/	/	1	-4
CC(=O)C1=C(C)NC(SCC(=O)c2ccccc2)=C(C#N)C1CC(C)C (centres undefined)	/	/	37	-7	/	4	/	-2
Cc1cccc(C)c1OCC(=O)Nc1ccc(NC(=O)c2ccco2)cc1	0	-17	9	-1	/	0	-11	0
CN(Cc1ccccc1)C(=O)COC(=O)Cc1ccc(Cl)cc1	0	-4	/	/	0.0	/	-2	-3

Compound profiles, from the list above. Order of screens: Casp6 inh, ERp5 inh, esBAF inh, RAD54 branch, E-selectin induc, PglD inh, RAD52 inh, ARNT-TACC3 inh
`Cc1ccc2nc(C3CCCCC3)c(Cc3ccccc3C(F)(F)F)n2c1` is listed as 2, -8, -12, -2, 0.1, 6, -23, /
`O=C(c1cc(F)ccc1F)C1CCCN(C(=O)CSc2ccccn2)C1` (centres undefined) is listed as 3, 2, /, /, /, /, -4, 2

Additional records follow.
SMILES	Casp6 inh	ERp5 inh	esBAF inh	RAD54 branch	E-selectin induc	PglD inh	RAD52 inh	ARNT-TACC3 inh
COc1cccc(CN2CCN(Cc3cc(OC)c(OC)cc3OC)CC2)c1	-4	-4	-8	-4	0.6	-3	-7	-1
Cc1nc2ccccn2c(=O)c1NC(=O)c1ccc(Br)o1	1	-2	6	-3	/	2	-28	/
C[C@]12C=CC(=O)C=C1CC[C@@H]1[C@@H]2[C@@H](O)C[C@@]2(C)[C@H]1CC[C@]2(O)C(=O)COC(=O)CCC(=O)O	/	1	9	2	-0.1	6	-1	-2
Cc1occc1C(=O)/C(C#N)=C/c1ccc(O)c(Br)c1	5	4	/	-80	0.0	0	-270	-9
O=C(NC1CCCCC1)C1COc2ccccc2O1 (centres undefined)	1	1	16	0	-0.2	-2	0	2
CCOCC(=O)Nc1cc(C(=O)OC)ccc1C(=O)OC	/	/	-6	-6	/	5	/	-16
Cc1noc(C)c1NC(=O)N(C)C[C@@H]1Oc2ccc(NS(C)(=O)=O)cc2C(=O)N([C@@H](C)CO)C[C@H]1C	0	1	-5	-6	/	-11	10	-9
O=c1c2ccccc2nc(COc2ccccc2)n1/N=C/c1ccco1	/	/	8	-2	/	3	/	-10
O=C(O)CN1C2=NCCCN2c2ccccc21	-2	23	/	/	/	/	-11	-4
O=C(Nc1ccc(F)cc1F)C1CCN(S(=O)(=O)c2cccnc2)CC1	34	-3	2	-4	/	-1	0	1
CCOc1ccc(Nc2cc(C)nc3c(C)cccc23)cc1	3	3	7	24	/	-4	7	-5
CC(=O)N1[C@@H]2Cn3c(ccc(-c4ccccc4F)c3=O)[C@H]1[C@@H](C(=O)NC1CCC1)[C@@H]2CO	0	6	4	-10	-0.3	2	3	-5
Cc1cccc2nc(CSc3ncccc3C(=O)O)cn12	-5	-1	-3	/	0.9	/	-9	1
COC(=O)c1c(NC(=O)C(=O)N2CCCCC2)sc2c1CC(C)(C)OC2	0	-1	-3	9	/	1	-5	-4
CCCc1c(C(=O)Nc2cc(C)on2)cnn1-c1ccccc1	1	5	-4	2	0.0	-4	-10	-1
CN1CCN(C(=O)C[C@@H]2C[C@H]3c4cc(NC(=O)Nc5ccc(C(F)(F)F)cc5)ccc4O[C@H]3[C@H](CO)O2)CC1	1	0	-1	0	0.2	3	18	10
Cc1nc2ccccc2nc1OCC(=O)Nc1ccc(F)cc1	1	-9	/	/	/	/	-4	3
O=C(C[C@@H]1C[C@H]2c3cc(NC(=O)c4cccnc4)ccc3O[C@H]2[C@H](CO)O1)NCc1ccncc1	1	1	2	10	0.2	3	-2	-9
COc1ccc(NC(=O)Nc2cc3oc4ccccc4c3cc2OC)cc1	0	14	/	-8	/	-4	-3	-3
COC(=O)C1CCN(C(=O)/C=C/c2ccc3c(c2)OCO3)CC1	-1	4	33	-1	-0.1	0	3	-8
CNC[C@@H]1Oc2ccc(NS(=O)(=O)c3ccc(Cl)cc3)cc2C(=O)N([C@H](C)CO)C[C@H]1C	-2	1	-3	4	/	-2	-13	8
O=C(c1ccc2c(=O)n(Cc3ccccc3)c(=S)[nH]c2c1)N1CCCC1	0	-3	-2	-7	0.1	-5	-12	-7
Cc1nn(CCO)c(N)c1C1(O)C(=O)Nc2c(Cl)cc(Cl)cc21 (centres undefined)	11	8	-1	0	/	-11	-20	-2
O=C(Oc1ccc2ccc(=O)oc2c1)c1cccs1	0	-6	/	/	-2.4	/	-15	-3
O=C(C[C@@H]1C=C[C@H](NC(=O)Nc2ccccc2F)[C@H](CO)O1)NCc1ccc(F)cc1	-4	-3	5	-7	1.1	-2	2	3
CO[C@@H]1CN(C)C(=O)c2cc(NC(=O)C3CC3)ccc2OC[C@H](C)N(C(=O)c2cnccn2)C[C@@H]1C	-2	-2	-2	-2	0.3	-5	-5	-13
O=C(C[C@H]1CC[C@@H](NC(=O)C2CC2)[C@H](CO)O1)NCc1ccccc1Cl	1	-3	0	-3	-0.1	-4	1	-9
CCS(=O)(=O)N1Cc2ccccc2CC1C(=O)NCc1cccc(OC)c1 (centres undefined)	-2	4	/	4	0.0	0	-11	-1
CCCNC(=O)c1c(C)cc(=O)oc1C	/	/	-8	-3	/	4	/	-5
Cc1ccc(/C=N/Nc2ccc3c(C(F)(F)F)cc(C(F)(F)F)nc3n2)cc1	/	/	-8	-13	/	-7	/	-10

Random excerpt: 3 records from the list
SMILES	Casp6 inh	ERp5 inh	esBAF inh	RAD54 branch	E-selectin induc	PglD inh	RAD52 inh	ARNT-TACC3 inh
Cc1nn(CCO)c(N)c1C1(O)C(=O)Nc2c(Cl)cc(Cl)cc21 (centres undefined)	11	8	-1	0	/	-11	-20	-2
CN1CCN(C(=O)C[C@@H]2C[C@H]3c4cc(NC(=O)Nc5ccc(C(F)(F)F)cc5)ccc4O[C@H]3[C@H](CO)O2)CC1	1	0	-1	0	0.2	3	18	10
CCS(=O)(=O)N1Cc2ccccc2CC1C(=O)NCc1cccc(OC)c1 (centres undefined)	-2	4	/	4	0.0	0	-11	-1

Continuation.
SMILES	Casp6 inh	ERp5 inh	esBAF inh	RAD54 branch	E-selectin induc	PglD inh	RAD52 inh	ARNT-TACC3 inh
Cc1ccc2c(c1)cc1c(=O)n(CC(=O)N(C)c3ccccc3)nc(C)n12	4	1	-2	-6	/	-2	-11	-1
C[C@H](CO)N1C[C@H](C)[C@@H](CN(C)C(=O)Nc2ccccc2)Oc2ccc(NC(=O)CCC(F)(F)F)cc2CC1=O	-1	7	-6	0	0.5	-2	-14	-11
CC(=O)c1ccc(NS(=O)(=O)c2ccc3c(c2)N(C)CCO3)cc1	3	-5	0	-14	/	-5	-7	8
COc1cc(C2c3c(-c4ccccc4)n[nH]c3C(=O)N2c2ccccc2)ccc1O (centres undefined)	/	/	2	5	/	1	/	2
COc1ccc(NC(=O)N2CCCCN3[C@H](CO)[C@@H](c4ccc(C#CCC(C)C)cc4)[C@@H]3C2)cc1	-1	2	-12	-2	-0.4	-2	9	2
COc1ccccc1-c1ccc([C@@H]2[C@H]3CN(S(=O)(=O)c4cn(C)cn4)CCCCN3[C@H]2CO)cc1	2	1	5	-1	0.0	-3	-26	3
Cc1ccccc1S(=O)(=O)N(C)C[C@@H]1OCc2cn(nn2)CCCC(=O)N([C@@H](C)CO)C[C@H]1C	-3&0&-3	1&-1&3	6&-6	6&8	-0.2&1.2	1&-2	8&3&-26	-6&-6
O=C(COC(=O)c1nc(Cl)ccc1Cl)NCCc1ccccc1	-2	7	/	/	0.7	/	-6	-7
CCCN1C[C@H](C)[C@H](OC)CN(C)C(=O)c2ccc(NC(=O)c3cnccn3)cc2OC[C@@H]1C	2	-1	4	-3	-0.1	-5	-12	-11
O=[N+]([O-])c1ccc(N2CCOCC2)cc1NCCCO	0	1	-1	-7	/	-10	-6	1
O=[N+]([O-])c1cc(Cl)ccc1NCCc1ccccn1	3	-2	11	/	-0.1	/	-7	-3
O=c1c(-c2ccccc2)c(O)nc2ccccn12	1	-1	/	/	/	/	-9	31
C=C(C)c1cccc(C(C)(C)NC(=O)N(C)C2CCN(C)CC2)c1	-3	-4	/	13	/	0	-10	-4
O=C(COC(=O)CNC(=O)c1ccc(Cl)cc1)Nc1ccc(Cl)cn1	-2	-1	-1	-12	/	-1	3	0
O=C1CC(c2cccs2)CC(O)=C1C=NCCN1CCNCC1 (centres undefined)	-24	8	-7	-7	/	4	-13	1
C[C@H]1CN([C@@H](C)CO)C(=O)c2cc(NS(C)(=O)=O)ccc2O[C@@H]1CN(C)C	2	-4	0	-10	-0.1	2	27	17
Cn1nc(C(F)(F)F)c(C(=O)Nc2ccc(F)cc2F)c1Sc1cccc(C(F)(F)F)c1	/	/	-44	-6	/	0	/	-11
COc1cccc(CNc2nc3ccccc3n2CCN2CCCCC2)c1	/	/	-9	6	/	-1	/	8
CCNC(=O)N1c2ccc(OCC)cc2C(C)=CC1(C)C	/	/	-3	-1	/	-4	/	45
CO[C@H]1CN(C)C(=O)c2cc(NC(=O)C3CCCC3)ccc2OC[C@H](C)N(CC2CC2)C[C@H]1C	5	-1	-1	11	-0.1	1	9	-7
CCOC(=O)N1CCN(CCC(=O)Nc2ccc(OC)cc2OC)CC1	1	-2	5	-2	/	1	-7	2
CCc1sc(C(=O)Nc2ncccc2C)cc1C	2	2	54*	-12	/	-3	-19	/
Cc1ccn2cc(CCNS(=O)(=O)c3ccc4c(c3)CCCC4)nc2c1	-1	5	-5	-11	1.1	2	-16	7
O=C(Nc1ccccc1)c1cccc(N2C(=O)CCC2=O)c1	/	/	19	0	/	-7	/	-3
CC(=O)NNc1ncnc2c1cnn2-c1ccc(C)cc1	-1	-1	/	/	-1.6	/	-6	9
COc1cccc(C(=O)N[C@@H](CC(C)C)C(=O)N2CCC[C@H]2C(=O)NCc2ccccc2)c1	1	-2	/	/	-0.1	/	1	/
Cc1ccc(-c2c(C(=O)NCc3ccccc3)oc(=O)c3ccccc23)cc1	2	-1	1	-5	-0.2	0	-2	-3
CCOC(=O)CN(C(=O)CN1CCC(n2nnc3cc(C)ccc32)CC1)c1ccccc1	/	/	-9	-2	/	0	/	4
C=C(C)CN(CC)C(=O)CC1C(=O)NCCN1CC(C)(C)C (centres undefined)	1	-2	/	/	-1.2	/	-13	15
O=C(C[C@H]1C=C[C@@H](NC(=O)Nc2ccc(C(F)(F)F)cc2)[C@@H](CO)O1)NCCN1CCCC1	-2	1	3	0	0.3	-3	12	-22
O=C(CCS(=O)(=O)c1ccccc1F)Nc1ccc(N2CCN(Cc3ccccc3)CC2)cc1	1	-1	9	/	-1.8	/	-4	/
